Screening results: PubChem BioAssay, several laboratories
OX1R antagonist: antagonists of human orexin 1 receptor. O43613. CHO/OX1R cells, Fluo-8 calcium fluorescence, orexin A. inhibition, % at 5 µM. 330,000 compounds, 0.43% hits. AID 434989;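 active = inhibition above its plate's threshold, mean inhibition of all tested compounds on the plate plus 3 SD, cut at about 37% in these data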;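 also: 0% = orexin A challenge wells and 100% = SB-334867-A antagonist wells; not every result past the cut was called active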
Target sequence (O43613 whole entry, looked up): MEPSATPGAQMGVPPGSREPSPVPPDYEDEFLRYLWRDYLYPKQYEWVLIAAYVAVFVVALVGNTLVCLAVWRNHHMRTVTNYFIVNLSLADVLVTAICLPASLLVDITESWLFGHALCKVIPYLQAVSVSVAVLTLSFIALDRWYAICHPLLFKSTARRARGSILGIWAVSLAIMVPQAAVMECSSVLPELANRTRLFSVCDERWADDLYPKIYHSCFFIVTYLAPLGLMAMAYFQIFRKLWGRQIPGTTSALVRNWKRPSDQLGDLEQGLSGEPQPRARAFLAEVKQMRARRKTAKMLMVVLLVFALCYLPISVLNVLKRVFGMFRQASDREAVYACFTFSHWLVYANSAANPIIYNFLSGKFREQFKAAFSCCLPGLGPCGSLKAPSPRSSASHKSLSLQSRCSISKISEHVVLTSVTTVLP
CHT PAM: human CHT allosteric activation; 310,000 compounds, 0.49% hits; AID 488977; B-score at 10 µM; Q9GZV3; CHT-expressing cells, membrane potential dye, choline EC20; active compounds read high; LV-AA mutant CHT in HEK293 cells;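 active = initial fluorescence not abnormally high and integrated response B-score, plate-corrected, over 3 SD above library mean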
Target sequence (Q9GZV3 whole entry, looked up): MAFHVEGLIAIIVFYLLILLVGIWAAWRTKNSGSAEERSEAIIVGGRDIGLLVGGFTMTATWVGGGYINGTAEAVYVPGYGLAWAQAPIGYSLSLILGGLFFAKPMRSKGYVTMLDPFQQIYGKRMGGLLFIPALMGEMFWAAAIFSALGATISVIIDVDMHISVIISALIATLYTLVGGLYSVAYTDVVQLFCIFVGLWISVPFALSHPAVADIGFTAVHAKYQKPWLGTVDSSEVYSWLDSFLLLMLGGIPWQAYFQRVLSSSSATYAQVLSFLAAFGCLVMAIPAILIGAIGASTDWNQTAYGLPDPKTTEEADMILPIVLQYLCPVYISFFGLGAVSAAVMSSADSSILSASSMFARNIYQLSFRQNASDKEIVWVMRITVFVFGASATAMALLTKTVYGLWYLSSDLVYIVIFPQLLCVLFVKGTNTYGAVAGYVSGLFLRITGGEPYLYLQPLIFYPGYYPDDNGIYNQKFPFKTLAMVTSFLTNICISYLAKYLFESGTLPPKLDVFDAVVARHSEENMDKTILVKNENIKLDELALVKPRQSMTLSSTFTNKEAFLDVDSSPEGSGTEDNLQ
The depositor's hits bear a star; i = inactive; · = not tested or not shown; & = joins results of further samples.

Structure,OX1R antagonist,CHT PAM
CCN(C(=O)CN1CCN(C)CC1)c1cccc2ccccc12,-8,i
CCCN(CCC)C(=O)c1cc2c(=O)[nH]c3ccc(C)cc3c2s1,-39,i
Cc1ccc(NC(=O)C2CCN(S(=O)(=O)c3ccc4c(c3)CC(C)N4C(=O)C3CCC3)CC2)nc1 (stereo not given),-12,i
Cc1nc(NC(=O)c2cc3c(s2)CCCCC3)sc1C(=O)N(C)C,2,i
CCCCN1C(=O)c2ccc(C(=O)Nc3cccc(C)c3C)cc2C1=O,-3,i
Nc1nc(SCC(=O)NNc2c(Cl)cc(Cl)cc2Cl)n[nH]1,-14,i
Cc1ccc(C)c(S(=O)(=O)NC(C)CCc2ccccc2)c1 (stereo not given),-18,i
O=C(Nc1cn(-c2ccccc2)nc1-c1ccc(F)cc1)c1ccccc1,-8,i
COc1ccc(/C=N/NC2=NCCCCC2)cc1,-9,i
Cc1ccccc1Cn1nc(C)c(NC(=O)c2noc3c2CCCC3)c1C,-11,i
CCOC(=O)C(=NC(C)(C)C)NNc1cc(Cl)ccc1Cl,-28,i
O=C(COc1ccccc1)OCC(=O)c1c[nH]c2ccccc12,-4,·
COc1ccc(CNC(=O)CNC(=O)c2ccc(Br)o2)cc1OC,-17,i
CC(NC(=O)COC(=O)c1cccnc1Cl)C12CC3CC(CC(C3)C1)C2 (stereo not given),-36,·
O=C(c1cccc(C(F)(F)F)c1)N1CCCC1,-7,i

Remaining list, next part.
Structure,OX1R antagonist,CHT PAM
CNNC(=S)NCCC1=CCCCC1,-6,i
C[C@@]12C(=O)Nc3ccc(F)cc3C(=O)N1[C@H]1c3ccccc3OC[C@@H]1[C@@H]2c1ccccc1,-21,·
c1ccc(C(c2nnnn2C2CCCC2)N2CCN(c3ccccc3)CC2)cc1 (stereo not given),-43,i
COc1ccc2cc(CO)c3cc(OC)c(OC)cc3c2c1,-15,·
CCCCCCCCSc1n[nH]c(N)n1,-10,i
NCC(c1ccccc1Cl)c1c[nH]c2ccccc12 (stereo not given),-12,i
COc1ccc2c(c1)[C@H]1[C@H](CO2)[C@H](c2ccccc2)[C@]2(C)C(=O)N(CC3CCCO3)CC(=O)N12 (stereo not given in full),-23,·
CCN(CC)c1c([N+](=O)[O-])c(=O)n(CC)c2ccccc12,-20,i
O=C(Nc1nc(-c2ccccc2)cs1)c1cccc(S(=O)(=O)N2CCN(Cc3ccccc3)CC2)c1,-22,i
Cc1cc(CN2C(=O)c3ccccc3C2=O)on1,-9,i
Cn1cc(C(=O)NS(=O)(=O)Nc2ccc(Br)cn2)c2ccccc21,0,i
COc1ccc2oc(C(=O)OCC(=O)N3CCCC3=O)c(C)c2c1,-23,i
CC(=O)NC12CC3CC(C1)CC(C(=O)N1CCN(S(=O)(=O)c4ccccc4[N+](=O)[O-])CC1)(C3)C2,-23,·
Cc1ccc(C(=O)NCC(=O)OCC(=O)Nc2cc(C)c(C)cc2[N+](=O)[O-])cc1,-19,i
O=C(Nc1ccc(NS(=O)(=O)c2ccc([N+](=O)[O-])cc2)cc1)c1ccco1,-12,i

Next entries.
Structure,OX1R antagonist,CHT PAM
CCN1CCN(C(=O)CSc2cc(=O)n(CC)c3ccccc23)CC1,-21,i
CCn1c(=O)cc(SCC(=O)NCc2ccc3c(c2)OCO3)c2ccccc21,-14,i
O=[N+]([O-])c1ccc(N=NNc2ccccc2)cc1,-7,i
Cc1nn(CC(=O)NNC(=O)c2ccc(Br)cc2)c(C)c1[N+](=O)[O-],-2,·
CCC(C)Nc1cc(C)c(C#N)c2nc3ccccc3n12 (stereo not given),-21,i
CCN(CC)Cc1c(O)ccc2c(=O)c(Oc3ccccc3OC)coc12,-6,i
CSc1nn(-c2ccc(C(=O)OCC(=O)NC(=O)NC(C)C)cc2)c(=S)s1,-15,i
O=C(N/N=C\c1ccc(-c2cccc(Cl)c2)o1)C(=O)NC1CCCC1,-22,i
CCCNC(=S)Nc1ccc(Nc2ccccc2)cc1,-1,i
Cc1cc2ccccc2nc1SCC(=O)Nc1nc(-c2ccccc2)cs1,-15,i
C/C(Cl)=C\Cn1c(N2CCCC2)nc2c1c(=O)n(C)c(=O)n2C,-12,i
COc1ccc2c(c1)OC[C@H]1[C@H]2N2C(=O)CN(Cc3ccc(Cl)cc3)C(=O)[C@@]2(C)[C@H]1c1ccccc1,-18,·
COc1ccccc1C(=O)Nc1ccc2c(c1)CCCN2C(=O)c1ccccc1,-5,i
Cn1c(=O)cc(N)n(-c2ccccc2)c1=O,·,i
O=C(NCC(c1ccco1)N1CCc2ccccc21)c1ccccc1 (stereo not given),-24,i

Next results follow.
Structure,OX1R antagonist,CHT PAM
Cc1ccc2nc3c(cc(C(=O)NC4CCCC4)c(=N)n3CCCn3ccnc3)c(=O)n2c1,-1,6.4*
Cc1cc(C)n2nc(SCC(=O)N/N=C/c3ccccc3F)nc2n1,-13,i
COc1ccc(CCNC(=O)c2ccc(S(=O)(=O)N3CCCCC3)cc2)cc1,-17,·
COc1ccc(C(=O)Nc2cccc(C(=O)NCc3ccco3)c2)cc1,-29,i
COc1nc(C)nc(NC(=O)NS(=O)(=O)c2ccc(C)cc2)n1,-19,i
CC(C)Sc1nc2sc(-c3ccccc3)cc2c(=O)n1N,-15,i
CCc1nnc(NC(=O)c2nc(S(=O)(=O)Cc3cccc(C)c3)ncc2Cl)s1,13,i
Cc1ccc(S(=O)(=O)N(CC(=O)N(C)C)c2cccc([N+](=O)[O-])c2)cc1,-15,i
CC(=O)C(Sc1nccc(-c2cccs2)n1)C(C)=O,-16,i
O=C1COc2ccc(S(=O)(=O)NCCc3ccccc3)cc2N1,-13,i
C[C@H](CO)N1C[C@H](C)[C@H](CN(C)CC2CC2)Oc2ccc(NC(=O)CCN3CCOCC3)cc2C1=O,7,·
O=C(O)c1ccc(NC(=O)c2ccco2)c(NC(=O)c2ccco2)c1,2,i
Cn1c(=O)c(C(=O)CCl)c(N)n(CC2CC2)c1=O,-9,i
CCOC(=O)c1c(C)oc2ccc(OC(=O)c3cccs3)cc12,-19,i
COc1cc2c(C(=O)NCc3ccc4c(c3)OCO4)cn(C)c(=O)c2cc1OC,-22,i

The results go on.
Structure,OX1R antagonist,CHT PAM
CCOC(=O)CC(=O)CSc1nnc2c(n1)[nH]c1ccccc12,-13,i
COc1ccccc1NS(=O)(=O)c1cc(NC(=O)C2CCC2)ccc1N1CCCCC1,-2,i
COc1cc(OC)c(C2C(C(=O)N3CCOCC3)=C(C)NC3=C2C(=O)CC(C)(C)C3)cc1OC (stereo not given),-1,i
Nc1c(-c2cccc([N+](=O)[O-])c2)nc2ccccn12,-35,i
S=c1[nH]cnc2scc(-c3ccc(Br)cc3)c12,-16,i
Cc1ccn2c(C(=O)N/N=C/c3ccc(CNC(=O)C(=O)Nc4ccc(C)c(C)c4)o3)c(C)nc2c1,-46,i
CCOc1ccc(OCCCC(=O)N(CC)CC(=O)Nc2c(F)cccc2F)cc1,-23,·
COC(=O)[C@@H]1C[C@@]2(O)[C@H](O)[C@H](O)[C@H](O)C[C@H]2N1CC(c1ccccc1)c1ccccc1,-17,i
CC(C)N1CCN(Cc2ccncc2)CC1CCO (stereo not given),-2,i
Cc1nc2nc(-c3ccc(F)cc3)cn2nc1C,-18,i
CCN(CC(=O)Nc1ccc2c(c1)OCCO2)C(=O)/C=C/c1ccc([N+](=O)[O-])cc1,-3,·
Cc1cc(OC(=O)c2ccc(S(=O)(=O)N(C)C)cc2)c([N+](=O)[O-])c(=O)[nH]1,11,i
O=C(Cc1ccc(Br)cc1)c1ccc(O)cc1O,7,i
Cc1ccsc1/C=N/Nc1ccc(C(=O)O)cc1,2,i
c1ccc(CNc2nc3ccccc3n3cnnc23)cc1,-23,i

Going on with the list.
Structure,OX1R antagonist,CHT PAM
O=S(=O)(Nc1ccccc1Br)c1cccs1,-11,i
CCCCn1cnc2c(sc3nc4c(cc32)CSC(C)(C)C4)c1=O,-9,i
CN1CCC(N(C)C(=O)c2ccccc2Nc2ccc(SC(F)F)cc2)CC1,-20,i
COC(=O)c1ccccc1C(=O)N1CCCC(CNC(=O)c2ccc(F)cc2)C1 (stereo not given),-8,i
COc1cccc(NC(=O)C(=O)NCCCn2ccnc2)c1,-8,i
CCOCCn1c(N(C)Cc2ccccc2)nc2c1c(=O)[nH]c(=O)n2C,-18,i
CC1(c2ccccc2)NC(=O)N(CC(=O)Nc2ccc(N3CCOCC3)cc2)C1=O (stereo not given),1,·
C=CCn1c(SCn2nnc3ccccc3c2=O)nnc1-c1ccc(F)cc1,-6,i
Cc1cc(=O)[nH]c(SCCCOc2ccc(F)cc2)n1,6,i
CC(=O)C1=C(C)OC(N)=C(C#N)C1c1ccncc1 (stereo not given),-13,i
CCOC(=O)C1CCN(C(=O)Cn2cccc2C(=O)c2ccccc2)CC1,-32,i
CS(=O)(=O)N(CCc1ccccc1)CC(=O)N1CCN(Cc2ccc3c(c2)OCO3)CC1,-31,i
COc1ccc(C2c3c(ccc4ccccc34)Oc3ncn4nc(CO/N=C/c5ccccc5)nc4c32)cc1 (stereo not given),-26,i
COC(=O)c1ccc(NCC(=O)N2CCCCCC2)cc1,-9,i
CC1(C)Cc2nc3oc4c(N5CCOCC5)ncnc4c3cc2CO1,4,i

Next part.
Structure,OX1R antagonist,CHT PAM
CN(CC(=O)NCc1ccncc1)S(=O)(=O)c1cc(Cl)ccc1Cl,-8,i
COc1ccccc1CNC(=O)Cn1cccc1C(=O)c1ccccc1,5,i
O=C(CSc1ccc(Cl)cc1)OCc1nnc(-c2ccccc2)o1,-8,i
Cc1ccc2cccc(OCC(=O)Nc3cccc(S(=O)(=O)N4CCCC4)c3)c2n1,-8,·
CNc1nnc(CSc2nc3ccccc3s2)s1,-7,i
Cc1ccc(NC(=O)c2c(O)c3ccccc3n(C)c2=O)nc1,-5,i
CC(C)(C)OC(=O)N[C@@H](/C=C/c1ccccc1)C(=O)OC(C)(C)C,-17,·
Cc1cccc(NC(=O)CCNC(=O)c2ccco2)c1C,-18,i
CCOc1ccc(NC(=O)c2ccc(S(=O)(=O)N3CCOCC3)cc2)cc1,-6,i
COC(=O)c1ccc(Oc2ccc3nnc(C)n3n2)cc1,-17,i
COCCN(C)C(=O)CC1C(=O)NCCN1CC(c1ccccc1)c1ccccc1 (stereo not given),-24,i
S=C(Nc1ccccc1Cl)N1CCCCCC1,-15,i
COc1ccc(C(=O)N2CCC(c3ccccc3)CC2)c(OC)c1OC,-11,i
C=CCn1c(SCc2cc([N+](=O)[O-])cc3c2OCOC3)nc2cc(C(=O)O)ccc2c1=O,-18,i
COC(=O)c1cccc(Nc2nc3ccccc3nc2C)c1,-22,i

Some values from the list:
S=C(Nc1ccccc1Cl)N1CCCCCC1 in OX1R antagonist is listed with -15
COc1ccc(C(=O)N2CCC(c3ccccc3)CC2)c(OC)c1OC in OX1R antagonist is listed with -11
CCOc1ccc(NC(=O)c2ccc(S(=O)(=O)N3CCOCC3)cc2)cc1 in OX1R antagonist is listed with -6
CNc1nnc(CSc2nc3ccccc3s2)s1 in OX1R antagonist is listed with -7

Two entries from above, with two lines to a compound:
Order of results – OX1R antagonist, CHT PAM
> S=C(Nc1ccccc1Cl)N1CCCCCC1
 : -15, i
> COc1ccc(C(=O)N2CCC(c3ccccc3)CC2)c(OC)c1OC
 : -11, i

Additional records follow.
Structure,OX1R antagonist,CHT PAM
Cn1nnnc1SCC(=O)Nc1nc2c(s1)CCCC2,-24,i
CCOc1ccc(N=c2oc3cc(O)ccc3cc2C(=O)NCC2CCCO2)cc1 (stereo not given),-12,i
CSc1ccc2c(c1)C(N1CCN(C)CC1)Cc1ccccc1S2 (stereo not given),20&11,i
Cc1cccc(NC(=S)N2CCC(C(N)=O)(N3CCCCC3)CC2)c1C,-23,i
COc1ccccc1C(=O)NCC(=O)NCC1(N2CCCCC2)CCCCC1,-21,i
Nc1nonc1-c1nc2ccccc2n1CC(=O)Nc1ccccc1,-6,i
CC(C)CC(=O)NC(=S)N1CCCCCC1,-5,i
O=C(/C=C/c1cccs1)NNC(=O)c1ccccc1,2,·
O=C(Nc1ccccc1[N+](=O)[O-])c1cccnc1Cl,-7,i
Cc1ccc(S(=O)(=O)N(C)C)cc1NC(=O)[C@H](Cc1ccccc1)N1C(=O)c2ccccc2C1=O,0,i
COc1ccc2c(c1)OC(O)(C(F)(F)C(F)F)CC2=O (stereo not given),-9,i
COc1ccc(CCNC(=O)C(C)SCC(=O)Nc2ccc(F)cc2)cc1 (stereo not given),-30,·
Cc1cc([N+](=O)[O-])nn1CCCC(=O)O,17,i
CCOCCCNS(=O)(=O)c1ccc(NC(=O)CN2C(=O)c3ccccc3C2=O)cc1,-25,i
COC1CCCN(Cc2c(C(=O)N3CCc4ccccc4C3)nc3ccc(Cl)cn23)C1 (stereo not given),-8,i

Next section
Structure,OX1R antagonist,CHT PAM
Cc1cccc(OCC(=O)Nc2ccncc2)c1C,25,i
N#C/C(=N\Nc1cccc(F)c1)C(=O)C1CC1,-2,i
CCCC(=O)Nc1ccc(-c2csc(N/N=C\c3ccncc3)n2)cc1,-15,i
CCOc1ccc(-n2nnnc2SCC(=O)Nc2ccc(NC(C)=O)cc2)cc1,-16,i
CNC(=O)c1cc(NC(=O)CCn2nc(-c3ccc(C)cc3)c3ccccc3c2=O)ccc1OC,-32,i
Cc1ccc2nc3ccc(N4CCCC4)nn3c(=O)c2c1,-16,i
FC(F)(F)c1cc(-c2ccco2)nc(N2CCN(Cc3ccccc3)CC2)n1,-23,i
